N-glyco inh – increase of ERlucT glycosylation luciferase signal, primary screen, N-linked glycosylation inhibitor project, D54 ERlucT cells, luminescence, set 2; D54 ERlucT glycosylation luciferase reporter, 24 h; percent of 100 nM tunicamycin response; reporter increase, % at 12.5 µM; actives 0.23% (n = 360,000); AID 588692, 2011;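 active means mean luciferase reporter signal, scaled so untreated is 0 and the glycosylation-blocking control 100, at or above a set limit in every replicate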;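 further: luciferase carries N-glycosylation sites so blocking glycosylation raises the light; 0% = median of neutral control wells and 100% = median of 100 nM tunicamycin wells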
Granule exo inh – LAMP-1 surface exposure blockers, TALL-104 cells – cell-based, flow cytometry, MLPCN library, primary screen; TALL-104 LAMP-1 surface exposure; cells stimulated with thapsigargin and PMA; inhibition, % at 10 µM; actives 0.66% (n = 360,000); AID 651702, 2012;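 active means inhibition above about 55%, limit read from the data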
ABHD5-PLIN5 inh – ABHD5-PLIN5 interaction inhibitors, primary screen, cell lysate, split luciferase complementation, luminescence. AID 602281, 2012. Perilipin-5 (Homo sapiens) + 1-acylglycerol-3-phosphate O-acyltransferase ABHD5 (Homo …. inhibition, % at 4 µM. actives 0.78% (n = 360,000). Split G. princeps luciferase complementation, 4 h;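 active means inhibition above the mean inhibition across every tested compound plus 3 SD, cut at about 22% in these data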;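 further: 0% = DMSO only wells and the 100% control is not disclosed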
NOD2 RIPK2 PPI – NOD2-RIPK2 binding disruptors in cells, primary screen, fluorescence, CHO cells, BLA complementation; CCF4 ratio; inhibition, % at 4.98 µM; AID 624267, 2012; Receptor-interacting serine/threonine-protein kinase 2 (Homo sapiens), O43353; actives 0.38% (n = 360,000); in the data active means inhibition above about 21%;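 further: 0% = vehicle only and 100% = reference blocker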
TLR9-MyD88 block – inhibitors of TLR9-MyD88 association in cells, primary screen, cell-based, CHO, BLA complementation, fluorescence; Toll-like receptor 9 (Homo sapiens) + Myeloid differentiation primary response protein …; CCF4 FRET ratio; inhibition, % at 4.98 µM; actives 0.21% (n = 340,000);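 active means inhibition above the mean over all tested compounds plus 3 SD, cut at about 21% in these data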;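 further: 0% = DMSO only wells and 100% = clavulanate BLA inhibitor control wells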
ABCB6 inh MLPCN – ABCB6 transporter inhibitors, primary screen, K562-ABCB6 cells, flow cytometry, MLPCN library | ATP-binding cassette sub-family B member 6 (Homo sapiens), Q9NP58 | K562-ABCB6 porphyrin accumulation, 1 h; hits give low values | fluorescence ratio to DMSO, % at 10 µM | actives 0.19% (n = 360,000) | AID 602162, 2011;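 active means fluorescence ratio to DMSO below 75%, the collection mean minus 3 SD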;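 further: signal is porphyrin accumulated inside mitochondria; 100% equals median channel fluorescence of DMSO control wells; lower ratio means ABCB6 inhibition with less porphyrin fluorescence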
aDG glyco up – activators of alpha-DG glycosylation, primary screen, uHTS, Pro5-aDG cells, AlphaScreen; alpha-DG glycosylation AlphaScreen (IIH6); 0% Pro5, 100% B10-LARGE cell signal; activation, % at 10 µM; actives 0.22% (n = 360,000);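 active means activation of at least 8% versus controls, or a plate z-score of at least 8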;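 further: Pro5 are CHO cells carrying HIG-tagged alpha-DG that lacks glycosylation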
MC4R antagonist – MC4R antagonists of cAMP signaling, primary screen, cell-based, TR-FRET, antagonist arm of biased-ligand search; Melanocortin receptor 4 (Homo sapiens), P32245; MC4R-expressing cells, MTII-stimulated cAMP, LANCE TR-FRET; inhibition, % at 6.5 µM; actives 0.48% (n = 360,000); AID 540295, 2011;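 active means inhibition above its plate's cutoff, the mean of tested wells on that plate plus 3 SD, cut at about 29% in these data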;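 further: 0% = Melanotan II alone and 100% = Melanotan II plus saturating MCL0020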
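Material – human MC4R-expressing U2OS cells · Repeats – no replicates · Detection – TR-FRET with Eu-cAMP and labeled anti-cAMP, 671 nm · Times – compound 30 min, challenge 1 h, detection 1 h · Compound – single nominal compound dose of 6.5 µM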
Vif imaging – HIV Vif self-association inhibitors, primary screen, imaging, HEK293T, single point. HEK293T cells, Vif self-association by quenched fluorescence, 24 h. inhibition, % at 7.49 µM. actives 0.35% (n = 340,000); in the data active means inhibition above about 50%, passing the limit was not always enough; further: some results filed as inactive read as strong as hits
MC4R barr agon – MC4R agonists recruiting beta-arrestin, primary screen, cell-based, luminescence, agonist arm of biased-ligand search | AID 540308, 2011 | U2OS MC4R beta-arrestin complementation; percent of melanotan II response, DMSO zero | actives 0.98% (n = 360,000) | activation, % at 8.9 µM;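 active means activation above a per-plate cutoff, the mean activation of sample wells on that plate plus 3 SD, cut at about 8% in these data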
* marks the source's active call; other numbers are inactive results; / = not tested or not shown. An excerpt; rates above refer to the full screens.

N-glyco inh,Granule exo inh,ABHD5-PLIN5 inh,NOD2 RIPK2 PPI,TLR9-MyD88 block,ABCB6 inh MLPCN,aDG glyco up,MC4R antagonist,Vif imaging,MC4R barr agon,structure
8,-2,-2,-10,-9,95,-0.2,-2,1,0.2,CCOC(=O)C(NC(=O)c1ccc(Cl)cc1Cl)(Nc1ccc(C)cc1)C(F)(F)F (stereo not given)
0,16,7,-4,7,92,0.0,2,-3,0.9,O=C(Cn1ccc(NC(=O)OCc2ccccc2)nc1=O)NCCCN1CCCC1=O
2,1,-2,-3,-7,97,0.1,13,/,-0.7,COc1ccc(NC(=O)c2ccc(C)cc2)c(OC)c1
-5,1,-3,-1,5,95,1.1,1,1,-7.3,CN(C)c1nc(N/N=C/c2ccccc2O)nc(Nc2ccc(F)cc2)n1
15,2,-3,13,2,109,-0.3,-27,14,-0.8,COc1cccc(C(=O)Nc2ccc(N3CCCC3)cc2)c1
1,1,2,-2,0,86,0.1,3,-6,-0.5,CCOc1cc(C2c3c(n[nH]c3C)C(=O)N2c2ccc(Br)cc2)ccc1O (stereo not given)
1,-3,0,-2,3,96,0.0,6,3,-1.0,COP(=O)(/C=C/c1ccccc1)C(O)c1ccc(F)cc1 (stereo not given)
-1,-1,2,-7,-5,98,0.1,-3,-3,0.9,CN(CC(=O)Nc1ccc(OC(F)(F)F)cc1)C1CCCCC1
-9,-6,-1,-3,0,100,-0.1,-4,-4,-1.8,c1ccc(SCc2nc(-c3cccnc3)no2)cc1
-2,27,14,-6,-2,103,0.4,-2,-2,0.2,CN(CCC1CCCCO1)C(=O)c1cc(COc2ccc(F)cc2F)on1 (stereo not given)
-6,0,-3,6,1,164,-0.6,6,/,-1.3,Cc1cc(C)c(S(=O)(=O)NCc2ccc3c(c2)cc(C)n3C)c(C)c1
7,8,0,-23,-4,91,-0.2,-6,28,-1.2,CCc1ccccc1NC(=O)CNC(=O)CCNC(=O)Nc1ccccc1

Results in MC4R antagonist, for 4 of the compounds above:
molecule | MC4R antagonist
CN(C)c1nc(N/N=C/c2ccccc2O)nc(Nc2ccc(F)cc2)n1 | 1
COc1cccc(C(=O)Nc2ccc(N3CCCC3)cc2)c1 | -27
CCOc1cc(C2c3c(n[nH]c3C)C(=O)N2c2ccc(Br)cc2)ccc1O (stereo not given) | 3
COP(=O)(/C=C/c1ccccc1)C(O)c1ccc(F)cc1 (stereo not given) | 6

(cont.)
N-glyco inh,Granule exo inh,ABHD5-PLIN5 inh,NOD2 RIPK2 PPI,TLR9-MyD88 block,ABCB6 inh MLPCN,aDG glyco up,MC4R antagonist,Vif imaging,MC4R barr agon,structure
1,-7,3,1,0,96,0.2,9,10,-1.3,Cc1c(C)c2c(OCC(=O)NCC(=O)NCC(=O)O)cc3c(c2oc1=O)CCC(C)(C)O3
-1,9,13,-1,1,100,-0.1,-4,-13,-0.8,COc1ccccc1OCCn1c(SCC(=O)O)nc2ccccc21
22,-20,-2,-12,-5,103,-0.1,-2,-5,-1.9,Cc1ccc(C)c(NC(=O)Cn2nnc(C(=O)NCc3ccco3)c2N)c1
-1,0,-1,-11,1,100,0.5,10,11,0.7,COc1ccccc1N1CCN(C(=O)Cc2cccs2)CC1
-3,-1,-3,-8,-7,114,0.2,0,12,0.8,Cc1ccoc1C(=O)Nc1cccc(Oc2ccccc2)c1
-2,-10,5,-1,/,100,0.1,1,2,-1.5,O=C(c1cccc(Br)c1)N1CCN(c2ccccn2)CC1
4,-2,0,-16,-12,106,0.1,2,5,-1.3,Cc1nc(CCNC(=O)Cc2ccccc2)cs1
-5,0,0,4,-3,94,3.0,10,-20,-1.0,Cc1ccc(NC(=O)c2ccc(NC(=O)c3ccccc3)cc2)cc1C
1,0,-8,-11,/,107,0.3,/,1,/,O=S1(=O)CC(N2CCCC2)CN1Cc1ccc(F)cc1 (stereo not given)
-3,9,-7,-3,0,95,2.9,3,-4,0.0,C=CCn1c(=N)n(CC(=O)c2ccc(Br)cc2)c2ccccc21
-1,8,-7,-4,-15,93,0.1,-4,/,-0.5,CCOc1ccc(S(=O)(=O)Nc2cccc(C(=O)NCC(c3ccccc3)N(C)C)c2)cc1 (stereo not given)
-18,-2,-4,-8,-12,100,0.1,-1,4,0.7,Cc1cccnc1NC(=O)Cn1nc(-c2ccccc2)oc1=S
-1,-2,1,1,-1,101,0.2,3,-8,-0.5,CCN(CC(=O)Nc1ccc2c(c1)OCCO2)S(=O)(=O)c1ccc(C)cc1
1,-1,-2,-3,-2,99,0.0,1,1,-2.9,Cc1ccc(C2CC(=O)C(C=NCCN3CCN(C(=S)Nc4ccc(F)cc4)CC3)=C(O)C2)cc1 (stereo not given)
2,-3,-2,-9,-8,99,0.8,-5,9,-1.0,CCC1(C)CC(CC(=O)O)(c2ccccc2OC)CCO1 (stereo not given)
-1,-6,6,5,-6,95,-0.3,0,-8,-0.6,C#CCOCCOCCOCCNc1nc(N2CCN(C(=O)[C@H](CCC(=O)O)n3cc(C(N)Cc4ccc(O)cc4)nn3)CC2)nc(N2CCN(C(=O)[C@H](Cc3cc4ccccc4[nH]3)n3cc(C(N)[C@H](C)CC)nn3)CC2)n1 (stereo not given in full)
2,-2,-2,-2,9,97,0.1,-5,1,0.4,c1cncc(-c2nc(N3CCOCC3)c3ccccc3n2)c1
3,-3,0,11,-1,97,-0.2,15,-1,0.2,CCOC(=O)c1c(NC(=O)CSc2nc(C)cc(C)c2C#N)sc(C(C)=O)c1C
0,-6,-1,-2,-4,100,0.5,15,3,0.8,Cc1ccc(S(=O)(=O)N2CCC[C@H]2C(=O)NC2CCCCC2)cc1
1,2,0,1,5,100,-0.1,15,-11,3.1,Cc1cc(NC(=O)COC(=O)c2ccc(Cl)cc2)no1
-3,-7,-5,-5,2,98,-0.1,7,-4,5.4,COc1ccc(C(=O)Nc2ccc(C(=O)Nc3cccnc3)cc2)cc1
5,-7,10,-3,0,96,-0.1,-7,-12,-1.4,COc1cc2c(c(OC)c1OC)-c1ccc(NC(=O)c3ccc(F)cc3)c(=O)cc1[C@@H](NC(C)=O)CC2
2,6,-2,6,-5,101,1.6,8,-1,1.0,Cc1cc(-c2ccc(C)c(S(=O)(=O)NCC3CCN(Cc4cccc(F)c4)CC3)c2)on1
3,-1,-4,0,-7,99,0.1,5,-1,-4.0,CC(C(=O)O)n1cc(C#N)c(=O)[nH]c1=O (stereo not given)
/,-6,4,-5,-9,88,-0.1,1,/,0.5,O=C(c1cccnc1)N1CCN(S(=O)(=O)c2cccs2)CC1
-3,-11,-4,2,6,106,4.2,17,-18,-1.5,CCOC(=O)N1CCC(NC(=O)c2ccc3c(c2)N=C(C)c2ccccc2S3)CC1
0,4,-9,-18,-7,98,-0.1,0,-7,-0.4,Cc1cccc2c(C(=O)O)c3cccc(C)c3nc12
-1,-1,2,-4,-5,93,0.0,-3,/,-2.1,CCN(CC(=O)Nc1c(F)cccc1F)C(=O)/C=C/c1ccc(Br)s1
-1,-5,4,6,8,96,0.3,8,-2,0.0,CC1CC(C)CN(C(=O)c2ccc(S(=O)(=O)N3CC(C)CC(C)C3)cc2)C1 (stereo not given)
2,0,-2,-23,-14,97,-0.1,9,-16,0.5,COc1ccc(-c2nc(N)ncc2-c2ccccc2OC)c(O)c1
-5,10,-3,-8,-1,95,0.4,2,-3,-2.7,COc1ccc(S(=O)(=O)N2CCCCCC2)cc1NC(=O)Cc1cccc(C(F)(F)F)c1
1,-26,-2,8,-4,87,0.2,2,-1,-0.6,Cc1ncc(COCc2ccccc2)c(CO)c1OCc1ccccc1
1,-1,1,0,0,103,0.2,1,-2,0.9,O=C(CSc1nnc(-c2ccncc2)n1Cc1ccco1)Nc1nccs1
0,-7,-13,-9,-7,98,0.1,5,5,-0.6,O=C(CSc1nncc2ccccc12)Nc1cccc(O)c1
0,-1,-2,0,4,89,0.0,0,-16,-3.1,COc1ccccc1CNC(=O)CSc1cc(=O)n(C)c2ccccc12
1,1,2,-5,-1,97,0.2,1,-1,-4.2,COc1cccc2sc(Nc3nc(C)c(C(C)=O)s3)nc12
1,-6,4,4,-10,103,0.0,1,4,0.1,CN1CCN(S(=O)(=O)c2ccc(Nc3ccc(F)cc3)c([N+](=O)[O-])c2)CC1
1,-1,0,-10,-7,98,0.0,3,15,-1.9,COc1ccc(OCC(=O)NNC(=O)c2ccc(-c3ccccc3)cc2)cc1
13,-1,27*,6,3,99,0.2,-5,/,0.7,COc1ccccc1/C=C/C(=O)c1ccc(Cl)cc1
-6,42,-27,-6,-2,101,-0.2,7,-4,0.3,COc1c(CC=C(C)C)cc(C2CC(=O)c3c(O)cc(O)cc3O2)cc1CC=C(C)C (stereo not given)
